GRK2 aptamer HTS: blocks RNA aptamer binding to human GRK2; P25098; bead flow cytometry, FAM-aptamer displacement from GRK2; inhibition of aptamer binding, % at 10 µM; 330,000 tested, 0.59% active; AID 488847;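 active = inhibition of aptamer binding above 40%, roughly 3 SD of noise, on plates passing a quality check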;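 note: median bead fluorescence of bound FAM aptamer so fluorescent compounds give negative values; no value below 0 was filed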
Target sequence (P25098 whole entry, looked up): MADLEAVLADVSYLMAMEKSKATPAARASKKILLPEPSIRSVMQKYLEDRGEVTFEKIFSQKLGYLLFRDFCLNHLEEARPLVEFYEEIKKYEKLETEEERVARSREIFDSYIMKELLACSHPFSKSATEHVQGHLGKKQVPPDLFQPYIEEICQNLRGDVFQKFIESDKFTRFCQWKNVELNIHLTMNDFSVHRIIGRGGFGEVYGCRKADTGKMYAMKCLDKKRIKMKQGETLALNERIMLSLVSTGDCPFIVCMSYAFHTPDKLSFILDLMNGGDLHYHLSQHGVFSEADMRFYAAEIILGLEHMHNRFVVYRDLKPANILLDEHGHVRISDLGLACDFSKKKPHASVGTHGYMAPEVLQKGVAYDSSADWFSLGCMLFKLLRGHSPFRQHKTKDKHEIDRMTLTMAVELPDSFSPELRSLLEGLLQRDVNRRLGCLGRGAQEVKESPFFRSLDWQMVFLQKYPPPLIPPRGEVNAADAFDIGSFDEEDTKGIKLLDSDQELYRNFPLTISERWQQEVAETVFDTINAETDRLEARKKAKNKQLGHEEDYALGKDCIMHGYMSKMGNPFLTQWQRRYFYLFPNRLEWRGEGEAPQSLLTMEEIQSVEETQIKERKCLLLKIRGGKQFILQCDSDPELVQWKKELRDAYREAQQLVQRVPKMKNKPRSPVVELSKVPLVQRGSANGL
MEX-5 binding: C. elegans MEX-5 TCR-2 RNA binding activity. activity score (negative = inhibition of binding), % at 10 µM. Q9XUB2. AID 1832. 300,000 tested, 0.38% active. MEX-5/FITC-TCR2 RNA binding, fluorescence polarization; hits give low values;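 active = inhibition past about -25% in most replicates, and total fluorescence under double the plate's negative control median, limit read from the data; inconclusive = replicates evenly split on the limit, or fluorescence at least double controls; inactive = too little inhibition in most replicates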;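 note: 0% = DMSO and -100% = 5 µM competing unlabeled TCR2 RNA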
GLD-1 TGE inh: GLD-1-TGE RNA interaction inhibition (C. elegans); Q17339; purified GLD-1 + fluorescein TGE RNA, fluorescence polarization; inhibition, % at 5.96 µM; 320,000 tested, 0.44% active; AID 2280;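 active = percent inhibition above a per-plate cutoff, the plate mean of test compounds plus 3 SD, cut at about 30% in these data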;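 note: 0% = DMSO wells with GLD-1 and probe and 100% = wells lacking GLD-1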
Fam108B counter: blocks mouse Fam108B hydrolase in RBBP9 counter-screen; 300,000 tested, 0.33% active; recombinant Fam108B, FP-Rh probe fluorescence polarization; inhibition, % at 9.51 µM;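 active = inhibition above the screen mean inhibition plus 3 SD, computed separately per campaign, cut at about 18% in these data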;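 note: inhibitors lower polarization as less probe binds the enzyme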
CIT2 TOR yeast: alters CIT2-GFP fluorescence in TOR pathway yeast screen | GFP response vs DMSO, % at 10 µM | AID 2029 | 320,000 tested, 0.065% active | S. cerevisiae CIT2-GFP strain, flow cytometry, 3 h; 100 means same as DMSO wells;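 active = GFP response relative to DMSO above a set limit, near the screen mean plus 3 SD, cut at about 150% in these data; inconclusive = Fewer than 70 cells measured for a yeast strain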;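 note: ratio of well median GFP fluorescence to mean of DMSO wells on the plate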
Bcl-xL primary: Bcl-xL (human) inhibition; Q07817; GST-Bcl-xL / FITC-Bim BH3 peptide fluorescence polarization; 320,000 tested, 0.7% active; AID 2129; inhibition, % at 10.9 µM;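 active = inhibition above the mean of all tested compounds plus 3 SD, cutoff set per campaign, cut at about 30% in these data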;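 note: 0% = DMSO wells and 100% = unlabeled Bim-BH3 peptide competitor; inhibitors lower millipolarization by displacing the labeled peptide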
AGP1-GFP MLPCN: yeast TOR pathway AGP1-GFP modulation; S. cerevisiae AGP1-GFP multiplex flow cytometry, 3 h; GFP as percent of DMSO wells; GFP response vs DMSO, % at 10 µM; 320,000 tested, 0.02% active;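 active = GFP response relative to DMSO above a set limit, near screen average plus 3 SD, cut at about 150% in these data; inconclusive = fewer than 70 cells counted for the yeast strain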;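 note: median GFP channel fluorescence of the gated AGP1 strain per well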
VLA-4 inh: inhibition in a human VLA-4 binding assay. VLA-4 expressing cells, ligand binding flow cytometry. AID 2557. P13612. 330,000 tested, 0.2% active. inhibition, % (about 7 µM as worked out from the volumes in the protocol); in the data active = inhibition above about 50%
MCL1 BIM primary: disrupts human MCL1 binding to BIM-BH3 peptide; Q07820; GST-MCL1 / FITC-Bim-BH3 fluorescence polarization; inhibition, % at 10.9 µM; 320,000 tested, 0.68% active;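 active = inhibition above the mean inhibition of all tested compounds plus 3 SD, set per campaign, cut at about 40% in these data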;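 note: 0% = DMSO wells and 100% = unlabeled Bim-BH3 peptide control; higher means more loss of mP so more displacement of Bim peptide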
Target sequence (Q07820 whole entry, looked up): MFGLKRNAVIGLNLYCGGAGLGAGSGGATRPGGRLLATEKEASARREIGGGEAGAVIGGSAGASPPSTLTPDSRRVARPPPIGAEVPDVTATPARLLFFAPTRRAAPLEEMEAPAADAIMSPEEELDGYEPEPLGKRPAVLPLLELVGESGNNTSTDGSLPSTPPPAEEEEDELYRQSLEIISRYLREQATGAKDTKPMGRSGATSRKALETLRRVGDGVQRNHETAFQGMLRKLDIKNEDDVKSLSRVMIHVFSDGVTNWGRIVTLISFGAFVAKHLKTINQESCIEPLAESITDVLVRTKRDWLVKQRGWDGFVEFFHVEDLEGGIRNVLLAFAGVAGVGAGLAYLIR
An asterisk follows results filed as active; ? = inconclusive; nt = no result given.

SMILES	GRK2 aptamer HTS	MEX-5 binding	GLD-1 TGE inh	Fam108B counter	CIT2 TOR yeast	Bcl-xL primary	AGP1-GFP MLPCN	VLA-4 inh	MCL1 BIM primary
CCCCOC(=O)N1CCOCCOCCOCC1	0	3.4	-1	1	109	3	110	8	4
Cc1ccc(S(=O)(=O)NCC(=O)OCc2nnc(-c3ccccc3)o2)cc1C	1	0.2	-6	0	97	0	95	10	3
Cc1ccc(C)c(N2CCN(C(=S)Nc3ccc4nc(N5CCN(C)CC5)cc(C)c4c3)CC2)c1	0	4.4	-6	0	85	1	77	3	9
Nc1nc(-c2ccc3ccccc3c2)c(C2(O)C(=O)Nc3c(Br)cc(F)cc32)s1 (centres undefined)	1	-2.0	3	-1	107	2	nt	18	-1
COc1ccc(N2CC(C(=O)Nc3nnc(SCC(=O)N4CCOCC4)s3)CC2=O)cc1 (centres undefined)	0	-0.8	-3	1	110	8	118	30	12
O=C(O)/C=C/C(=O)Nc1ccc(Cc2ccc(NC(=O)/C=C/C(=O)O)cc2)cc1	40	-4.4	7	4	nt	11	nt	21	18
CC(=O)Nc1ccccc1OCC(O)CS(=O)(=O)c1ccc(C(F)(F)F)cn1 (centres undefined)	1	-0.3	3	2	105	6	100	-14	3
C=CCN=C1NN=C(c2cc(C)n(CC=C)c2C)CS1	0	3.2	5	3	99	4	101	0	10
CCOC(=O)CC(NC(=O)c1cc2cc(Cl)cc(Cl)c2oc1=O)c1cccc([N+](=O)[O-])c1 (centres undefined)	3	-1.2	-8	5	90	7	93	-1	7
Cc1ccc(S(=O)(=O)c2nc(S(=O)(=O)c3ccccc3)sc2N2CCN(C)CC2)cc1	1	0.2	2	-1	126	-1	107	-2	1
CN(C)C(=O)COc1ccc2ccc(=O)oc2c1	0	-1.7	-6	-2	103	4	101	-12	3
COc1ccc(N2CCN(C(c3cccs3)C(C)NC(=O)C(=O)N3CCCC3)CC2)cc1 (centres undefined)	0	0.0	2	4	103	8	105	5	9
CC(=O)c1cccc(NC(=O)Nc2ccc3c(c2)OCO3)c1	0	nt	nt	nt	97	nt	93	-7	nt
Cc1cccc(N2CCN(CCCNC(=O)C3CCCN(c4ncnc5c4nc4n5CCCCC4)C3)CC2C)c1 (centres undefined)	0	0.4	0	3	97	-5	101	1	-5
CCC(=O)Nc1ccc(C(=O)N/N=C/c2ccc([N+](=O)[O-])cc2)cc1	0	3.5	7	4	104	4	102	8	8
O=C(OCC(=O)c1ccc(Br)s1)c1ccc(O)cc1	1	nt	-2	nt	91	nt	97	-1	nt
CC(C)(CNC(=O)C1CCCN1C(=O)c1cccs1)N1CCOCC1 (centres undefined)	1	-0.4	-2	-2	89	1	96	8	-5
O=C(NCCN1C(=O)S/C(=C\c2ccc(F)cc2)C1=O)C1CCN(S(=O)(=O)c2cccs2)CC1	0	-1.6	-1	-1	101	5	100	-1	1
O=S(=O)(N1CCOCC1)n1cnc2ccccc21	1	0.7	9	6	105	-6	107	7	3
CCc1cc(=O)oc2c3c(cc(OCC(=O)NCc4ccco4)c12)OC(C)(C)CC3	0	-2.0	5	0	96	1	101	29	3

Individual results from the entries so far.
`O=S(=O)(N1CCOCC1)n1cnc2ccccc21` @ CIT2 TOR yeast: 105
`COc1ccc(N2CC(C(=O)Nc3nnc(SCC(=O)N4CCOCC4)s3)CC2=O)cc1` (centres undefined) @ CIT2 TOR yeast: 110

The list goes on:
SMILES	GRK2 aptamer HTS	MEX-5 binding	GLD-1 TGE inh	Fam108B counter	CIT2 TOR yeast	Bcl-xL primary	AGP1-GFP MLPCN	VLA-4 inh	MCL1 BIM primary
Cc1cc(Cl)c2oc(C(=O)NCCC3CCCCO3)c(C)c2c1 (centres undefined)	0	-1.3	4	0	96	4	99	-2	-1
O=c1c2cc(NC(=S)NC3CCN(Cc4ccccc4)CC3)ccc2nc2n1CCCCC2	2	-2.2	9	3	108	8	110	-1	4
CCCCN(c1ccccc1)S(=O)(=O)c1cccc(C(=O)O)c1	0	2.0	-6	5	105	3	104	17	-4
S=C(NCCc1ccccn1)NC1CC2CCC1C2 (centres undefined)	2	0.9	2	1	nt	7	nt	15	8
Cn1c(C(=O)Nc2ccc3c(c2)OCO3)cc2sccc21	6	-0.8	-2	5	nt	8	91	-9	16
O=C(CN1C(=O)CCC1=O)NCC12CC3CC(CC(C3)C1)C2	1	1.7	1	-1	100	-13	100	-8	-10
CS(=O)(=O)N(CC(=O)N1CCC(C(N)=O)CC1)C1CCCCC1	0	0.2	2	0	113	-1	100	13	-1
CCC(=O)N1N=C(c2ccc(Cl)cc2)CC1c1ccco1 (centres undefined)	1	-8.9	-2	2	90	-11	99	12	-15
O=C(CSC(=S)N1CCCCC1)Nc1ncc2c(n1)CCCC2=O	2	-0.3	5	0	96	1	95	31	-4
CS(=O)(=O)N1CCN(c2nc(-c3ccccc3)cs2)CC1	3	-0.2	9	-4	91	2	92	0	-8
CCOC(=O)CSc1nc2ccc(NC(C)=O)cc2s1	0	-3.5	6	-3	92	3	96	6	2
COc1ccc(C(C)=O)cc1CSc1nnc(-c2ccncc2)n1C	0	4.2	5	-2	102	1	107	-14	-2
Cc1occc1C(=O)Nc1cccc2ccccc12	0	1.3	6	3	88	8	86	0	0
Cc1cc2ncn(N)c2cc1C	0	0.5	0	1	107	4	103	2	2
CC(=O)c1ccccc1NC(=O)COC(=O)/C(=C/c1ccccc1)n1nnnc1C	3	-2.0	-2	1	102	-5	99	3	-8
COc1ccccc1Nc1nn2c(=O)c3ccc(C(=O)N4CCCCC4)cc3nc2s1	1	-1.5	5	0	101	0	102	9	8
COc1ccc(C(=O)OCC2CC(c3ccccc3)N(C)O2)cc1 (centres undefined)	0	0.0	3	4	nt	-2	102	8	2
CN1CCc2c(sc(NC(=O)c3ccc(S(=O)(=O)N4CCc5ccccc54)cc3)c2C(N)=O)C1	0	-13	-23	-1	120	-11	106	15	-27
COc1ccc(-n2c(=O)c3c4c(sc3n3c(=S)[nH]nc23)CCC4)cc1	1	-0.2	7	4	105	-30	111	-2	-22
COc1cccc(C2=CC(c3ccc(N(C)C)cc3)n3nnnc3N2)c1 (centres undefined)	0	1.2	-5	-1	92	-4	92	3	-19
Cn1c(=O)c2ncn(CC(=O)Nc3cc(C(F)(F)F)ccc3N3CCOCC3)c2n(C)c1=O	4	1.4	5	-4	99	-1	93	10	7
CCOC(=O)CN1C(=O)C(C)(C)Oc2ccc(C(=O)Nc3ccccc3OC)cc21	0	-1.4	4	-3	89	2	93	-4	2
CCC(=O)N1CCN(C(=O)c2ccccc2)CC1	0	nt	-3	1	83	3	87	-7	2
CCCc1[nH][nH]c(=O)c1C(c1ccc(Br)cc1)C(C#N)C#N (centres undefined)	0	0.7	4	6	99	3	88	4	10
O=C(CCC(=O)Nc1ccccc1)NNC(=O)COc1ccccc1	0	-1.8	0	0	95	3	88	21	9
Cc1ccccc1-n1nc2c(c1NC(=O)c1cc3ccccc3o1)CS(=O)(=O)C2	1	1.5	9	-1	104	3	103	23	6
Cc1cccc(CC(Cc2nc3ccccc3[nH]2)c2nc3ccccc3[nH]2)c1 (centres undefined)	0	-0.6	-1	-3	91	3	94	12	5
CCOC(=O)C1=C(C)OC(N)=C(C(=O)OCC)C1c1cccnc1 (centres undefined)	4	-1.2	-3	-3	?	3	?	1	-2
Cc1cc(Cl)ccc1NNC(=O)CCc1ccccc1	0	0.0	8	-1	91	3	103	22	4
COc1cc(C)c(C(=O)Oc2cc(C)c(C(=O)O)c(O)c2C)c(O)c1C	3	-3.0	8	-1	97	5	97	18	9
O=C(Cc1csc(Nc2nc(=S)[nH]c3ccccc23)n1)NCc1cccc(Cl)c1	0	nt	0	-6	100	0	96	-6	8
O=C(NCCCNC(=O)c1ccccn1)c1ccc(Br)cc1	6	-0.5	-4	0	nt	6	93	-3	5
O=S(=O)(NCc1ccc(F)cc1)c1cccc(S(=O)(=O)N2CCOCC2)c1	0	1.0	3	2	98	4	102	6	12
CCc1ccc(NC(=S)NNC(=O)c2ccccc2OC(F)F)cc1	5	1.0	-2	-4	90	-2	116	-11	2
O=C(COc1ccc2c3c(c(=O)oc2c1)CCC3)N1CCCCC1	0	-2.4	-4	0	96	0	93	5	1
Cc1cccc2nc(CSCc3ccco3)cn12	1	-4.4	5	-3	111	12	102	-3	25
CC(NC(=O)c1ccc(Br)cc1)c1ccc2c(c1)CCCC2 (centres undefined)	2	0.0	-3	4	74	5	101	-1	0
COc1ccc(C(C)(C)C)cc1NC(=O)CCCN1C(=O)NC(C)(C)C1=O	0	nt	5	nt	105	-1	109	15	-7
Cc1ccc(S(=O)(=O)/N=C(/NNC(=O)c2cccc(Cl)c2)c2ccccc2)cc1	0	-2.7	2	-1	97	-1	99	-5	3
CCOC(=O)c1ccc(N=c2scc(C)n2CC)cc1	3	2.6	4	3	104	4	103	3	-3
O=C(NCc1ccccc1)C1=C[C@H](c2csc3ccccc23)C[C@H](OCCCCO)O1	0	-1.0	1	-2	96	-4	90	-10	0
Cc1cccc(NC(=O)N2CCN(Cc3ccc4c(c3)OCO4)CC2)c1C	0	-1.5	0	2	104	2	100	3	-2
O=C(COC(=O)c1cc(S(=O)(=O)N2CCOCC2)ccc1O)Nc1cc(S(=O)(=O)N2CCCC2)ccc1Cl	0	-2.9	2	0	96	4	104	8	-2
COc1ccc(CCC(=O)Nc2cccc(S(=O)(=O)N3CCCCCC3)c2)cc1OC	1	nt	-2	nt	101	10	105	5	9
O=C(CSc1nnc(NC(=O)C2CC2)s1)NCc1ccccc1	1	-0.1	2	1	94	-4	101	13	3
COc1ccc(C(=O)Nc2ccnn2C2CCN(C(=O)CCC(F)(F)F)CC2)cc1	0	2.4	2	-1	112	0	111	-1	-8
COc1ccc(Cn2cnc3c(N)c(C)c(C)cc32)cc1	0	1.0	2	2	96	8	103	-2	4
Cc1ccc(N(CC(=O)NC(C)c2ccccc2)S(=O)(=O)c2cccs2)cc1 (centres undefined)	0	2.2	3	-7	96	3	97	21	1
Cc1ccc(-c2c(NC(=O)c3ccco3)oc3ccccc3c2=O)cc1	0	3.2	-8	-4	84	-1	93	5	-5
CC1CN(CC(=O)Nc2ccc(S(N)(=O)=O)cc2)CC(C)O1 (centres undefined)	0	0.6	3	5	101	3	101	14	-1

Next part:
SMILES	GRK2 aptamer HTS	MEX-5 binding	GLD-1 TGE inh	Fam108B counter	CIT2 TOR yeast	Bcl-xL primary	AGP1-GFP MLPCN	VLA-4 inh	MCL1 BIM primary
Cc1cc2nc(-c3ccc(=O)[nH]c3)n(C)c2cc1C	5	-3.6	nt	nt	96	nt	91	-3	nt
CCc1ccc(N(C(=O)c2csnn2)C(C(=O)NC(C)(C)CC)c2cccnc2)cc1 (centres undefined)	0	-1.4	7	1	95	3	96	15	1
COc1ccccc1NS(=O)(=O)c1cc(C(=O)NCC(C)(C)N2CCOCC2)ccc1C	0	-0.4	11	3	104	-2	106	7	-4
Cc1nn(-c2ncc(C(F)(F)F)cc2Cl)c(=O)n1-c1cccc(F)c1	1	-3.7	-3	2	120	-2	109	9	1
CCOc1ccccc1C(=O)NCC(=O)NNC(=O)c1cccs1	0	nt	10	nt	107	nt	99	-7	nt

Source: PubChem BioAssay (several laboratories)
